CR mimetic SO: lowers age-related superoxide in aged yeast cells. S. cerevisiae aged cells, superoxide DHE fluorescence; hits give low values. superoxide response (% of plate mean), % at 10 µM. 330,000 tested, 0.18% active;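 active = superoxide response under a set limit, about three screen SD below normal, cut at about 65% in these data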;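 note: yeast aged for seven days with compound at 30 °C before DHE staining; 100% = average MFI of all compound-treated wells on the plate with controls excluded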
CIT2-GFP yeast: yeast TOR pathway CIT2-GFP modulation. GFP response vs DMSO, % at 10 µM. AID 2029. S. cerevisiae CIT2-GFP strain, flow cytometry, 3 h; 100 means same as DMSO wells. 320,000 tested, 0.065% active;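 active = GFP response relative to DMSO above a set limit, near the screen mean plus 3 SD, cut at about 150% in these data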;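 note: ratio of well median GFP fluorescence to mean of DMSO wells on the plate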
MEX-5 binding: C. elegans MEX-5 TCR-2 RNA binding activity; Q9XUB2; MEX-5/FITC-TCR2 RNA binding, fluorescence polarization; hits give low values; activity score (negative = inhibition of binding), % at 10 µM; 300,000 tested, 0.38% active;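 active = inhibition past about -25% in most replicates, and total fluorescence under double the plate's negative control median, limit read from the data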;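 note: 0% = DMSO and -100% = 5 µM competing unlabeled TCR2 RNA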
GRK2 inh: inhibitors of human GRK2 displacing RNA aptamer. 330,000 tested, 0.59% active. inhibition of aptamer binding, % at 10 µM. AID 488847. bead flow cytometry, FAM-aptamer displacement from GRK2. P25098;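 active = inhibition of aptamer binding above 40%, roughly 3 SD of noise, on plates passing a quality check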;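 note: median bead fluorescence of bound FAM aptamer so fluorescent compounds give negative values; no value below 0 was filed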
MCL1 BIM primary: inhibitors of human MCL1 binding to BIM-BH3 peptide; Q07820; GST-MCL1 / FITC-Bim-BH3 fluorescence polarization; inhibition, % at 10.9 µM; 320,000 tested, 0.68% active; AID 2057;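 active = inhibition above the mean inhibition of all tested compounds plus 3 SD, set per campaign, cut at about 40% in these data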;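 note: 0% = DMSO wells and 100% = unlabeled Bim-BH3 peptide control; higher means more loss of mP so more displacement of Bim peptide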
BCLXL inh: Bcl-xL (human) inhibition; inhibition, % at 10.9 µM; GST-Bcl-xL / FITC-Bim BH3 peptide fluorescence polarization; 320,000 tested, 0.7% active;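 active = inhibition above the mean of all tested compounds plus 3 SD, cutoff set per campaign, cut at about 30% in these data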;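 note: 0% = DMSO wells and 100% = unlabeled Bim-BH3 peptide competitor; inhibitors lower millipolarization by displacing the labeled peptide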
VLA-4 inh: inhibition in a human VLA-4 binding assay. P13612. VLA-4 expressing cells, ligand binding flow cytometry. inhibition, % (about 7 µM as worked out from the volumes in the protocol). 330,000 tested, 0.2% active; in the data active = inhibition above about 50%
Target sequence (P13612 whole entry, looked up): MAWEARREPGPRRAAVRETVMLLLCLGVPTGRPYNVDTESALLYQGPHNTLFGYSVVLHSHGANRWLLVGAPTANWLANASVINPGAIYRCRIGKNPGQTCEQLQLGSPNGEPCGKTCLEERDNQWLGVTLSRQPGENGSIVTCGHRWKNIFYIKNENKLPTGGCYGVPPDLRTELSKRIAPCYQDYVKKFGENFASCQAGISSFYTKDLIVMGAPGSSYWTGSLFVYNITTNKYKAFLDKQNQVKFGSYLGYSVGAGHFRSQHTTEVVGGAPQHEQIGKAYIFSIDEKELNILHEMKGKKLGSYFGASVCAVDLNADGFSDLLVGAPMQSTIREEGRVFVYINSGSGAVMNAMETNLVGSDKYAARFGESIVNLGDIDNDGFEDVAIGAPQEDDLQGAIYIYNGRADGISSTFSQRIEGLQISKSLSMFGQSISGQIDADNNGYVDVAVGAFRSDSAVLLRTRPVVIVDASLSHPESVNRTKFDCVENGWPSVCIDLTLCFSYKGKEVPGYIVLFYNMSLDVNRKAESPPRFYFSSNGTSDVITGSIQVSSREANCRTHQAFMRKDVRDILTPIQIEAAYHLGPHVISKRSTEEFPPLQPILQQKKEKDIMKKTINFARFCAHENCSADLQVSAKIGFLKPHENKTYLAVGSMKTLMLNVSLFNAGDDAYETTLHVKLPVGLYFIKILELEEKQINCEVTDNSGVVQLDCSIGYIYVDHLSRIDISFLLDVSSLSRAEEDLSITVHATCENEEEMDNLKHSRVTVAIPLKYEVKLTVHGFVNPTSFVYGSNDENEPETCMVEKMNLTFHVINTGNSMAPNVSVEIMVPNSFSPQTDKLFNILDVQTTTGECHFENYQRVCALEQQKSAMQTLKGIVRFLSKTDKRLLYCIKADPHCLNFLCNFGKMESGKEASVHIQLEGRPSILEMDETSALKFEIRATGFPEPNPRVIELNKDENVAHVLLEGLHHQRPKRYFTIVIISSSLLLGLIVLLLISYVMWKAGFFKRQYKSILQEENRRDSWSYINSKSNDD
AGP1-GFP MLPCN: modulators of TOR pathway AGP1-GFP in S. cerevisiae | GFP response vs DMSO, % at 10 µM | S. cerevisiae AGP1-GFP multiplex flow cytometry, 3 h; GFP as percent of DMSO wells | 320,000 tested, 0.02% active;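 active = GFP response relative to DMSO above a set limit, near screen average plus 3 SD, cut at about 150% in these data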;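 note: median GFP channel fluorescence of the gated AGP1 strain per well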
GLD-1 TGE inh: GLD-1-TGE RNA interaction inhibition (C. elegans). purified GLD-1 + fluorescein TGE RNA, fluorescence polarization. inhibition, % at 5.96 µM. AID 2280. Q17339. 320,000 tested, 0.44% active;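 active = percent inhibition above a per-plate cutoff, the plate mean of test compounds plus 3 SD, cut at about 30% in these data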;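 note: 0% = DMSO wells with GLD-1 and probe and 100% = wells lacking GLD-1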
Numbers without * were called inactive; x = no result given.

Sequence of screens – CR mimetic SO	CIT2-GFP yeast	MEX-5 binding	GRK2 inh	MCL1 BIM primary	BCLXL inh	VLA-4 inh	AGP1-GFP MLPCN	GLD-1 TGE inh
- CC(C)OC(=O)/C(C#N)=C/c1cn(C)c2ccccc12
→ 92	91	0.3	0	-4	1	1	96	3
- O=C(O)CCC(=O)N1CCCC1
→ 90	97	1.5	1	0	1	-3	100	3
- Cc1nn(-c2ccc(N3CCCCC3)nn2)c(C)c1CCC(=O)Nc1cccc(F)c1
→ 139	97	-0.2	4	8	5	6	96	3
- CN(C)C(=O)/C(=C\c1ccc(-c2cccc([N+](=O)[O-])c2)o1)NC(=O)c1ccccc1
→ 111	99	-0.5	1	2	5	15	101	2
- O=C1CCN(C(=O)Nc2ccccc2Cl)N1
→ 111	95	-3.0	1	3	7	12	98	-2
- O=C(O)c1ccc2c(c1)C(=O)N(NC(=O)c1ccc(O)cc1)C2=O
→ 96	112	0.6	0	6	5	-6	100	1
- CCCOC(=O)c1ccc(NC(=O)C(=O)NCCN(CC)CC)cc1
→ 124	101	1.7	1	-3	-3	-9	103	-9
- COCCNC(=O)CCC1CCN(Cc2cccc(-c3ccc(C)o3)c2)CC1
→ 106	102	0.0	0	-3	4	-43	91	-7
- Cc1ccc(-c2nnc(/C=C/c3ccccc3)o2)cc1
→ 92	87	-1.3	1	1	1	12	95	2
- CN(CCO)c1ncnc2c1sc1nc(N3CCOCC3)c3c(c12)CCC3
→ 107	112	x	0	-3	-2	3	111	-4
- CCOC(=O)c1c(S(=O)(=O)NC2CCN(C(=O)OCC)CC2)c(C)n(C)c1C
→ 80	92	-0.8	0	4	7	-6	93	2
- CC[C@@]1(C(=O)OC)N[C@H](CN(C)C(=O)c2ccc(C(C)(C)C)cc2)[C@@H]2C(=O)N(Cc3ccccc3)C(=O)[C@@H]21
→ 92	91	x	0	x	x	33	102	-2
- COc1ccc(-c2cc3nc4n(c(=O)c3s2)CCCCC4)cc1
→ 112	84	-2.2	1	5	7	14	93	7
- C=CCN1C(c2ccc(OCC)cc2)=CS/C1=C(\C#N)c1nnc2n1CCCCC2
→ 105	96	-8.5	1	1	5	0	93	2
- COC(=O)c1sccc1NC(=O)/C=C/c1c(Cl)cccc1Cl
→ 111	110	1.3	0	7	8	2	106	4
- O=C(CSc1nc2ccccc2c(=O)[nH]1)Nc1ccccc1C(F)(F)F
→ 109	95	-2.4	0	6	5	6	98	3
- c1ccc(CSc2nnnn2-c2ccc3c(c2)OCCO3)nc1
→ 98	100	-0.6	0	1	-4	-10	103	1
- COc1ccc(CNC(=O)C(c2ccco2)N(C(=O)c2snc(C(N)=O)c2N)c2ccccc2OC)cc1 (centres undefined)
→ 102	109	1.1	2	5	6	3	103	9
- O=C(NCCc1nc2ccccc2[nH]1)c1ccc(Br)o1
→ 96	94	0.2	1	-4	1	-2	89	7
- Cc1ccnc2nc(C(=O)Nc3nnc(-c4ccc(Cl)cc4)o3)nn12
→ 85	103	-1.2	6	21	10	-10	105	-1
- CC(O)c1cc2c(cc1NC(=O)c1cnn3c1NC(c1ccco1)CC3C(F)(F)F)OCO2 (centres undefined)
→ 90	98	0.5	0	2	5	-3	101	-2
- O=C(Cn1ccc2ccccc2c1=O)N1CCN(c2cccc(Cl)c2)CC1
→ 105	103	1.5	4	5	-1	11	103	5
- COc1cccc(NC(=O)COC(=O)C2CC3CCCC(C2)C3=O)c1 (centres undefined)
→ 124	94	x	2	-6	-3	8	105	-8
- CCC(=O)N1CCc2cc(S(=O)(=O)NC(Cc3ccccc3)C(=O)O)ccc21 (centres undefined)
→ 90	104	-0.3	0	-6	6	-15	99	3
- CCCN(CCC)CCCNC(=O)c1cn(-c2ccc(OC)cc2)c(=O)c2ccccc12
→ 115	101	-0.3	2	-1	6	27	99	-3
- COc1ccccc1N1CCN(S(=O)(=O)c2ccc3c4c(cccc24)C(=O)N3)CC1
→ 111	105	-2.2	2	-2	2	3	109	1
- O=C(Nc1ccc2c(c1)OCO2)c1ccc(Cl)cc1Cl
→ 87	96	2.8	0	3	4	-15	97	3
- COc1cccc(NS(=O)(=O)NC(=O)c2c[nH]c3ccccc23)c1
→ 99	95	0.1	0	3	9	-14	92	3
- CC1CCCN(CCCN2C(=O)C3C(C(=O)Nc4ccc(Cl)cc4)C4C=CC3(O4)C2C(=O)NC2CCCCC2)C1 (centres undefined)
→ 104	100	-0.6	39	6	-2	1	103	14
- Cn1ncc2c(Nc3ccc(Cl)c(Cl)c3)ncnc21
→ 128	112	-0.8	0	0	-1	6	116	1
- O=C(NC1CCCCC1)c1ccccc1NC(=S)NC(=O)C1CC1
→ 83	101	-2.8	0	12	2	1	94	6
- CN1CCC(OC(=O)c2ccco2)CC1
→ 96	104	1.9	0	6	3	-6	105	-9
- CN(CC(=O)NCCN1CCOCC1)S(=O)(=O)c1ccc(F)cc1
→ 114	101	3.7	2	-4	1	-7	101	-12
- C[C@H](CO)N1C[C@H](C)[C@@H](CN(C)Cc2ccccc2)Oc2c(NS(=O)(=O)c3ccc(F)cc3)cccc2C1=O
→ 86	95	x	0	x	x	18	102	6
- N[C@@H](Cc1ccccc1)C(=O)N1CCOCC1
→ 95	96	-1.4	0	-3	-1	3	103	10
- O=C(Nc1ccc(-c2nc3ccccc3o2)cc1)c1ccc(N2CCOCC2)c([N+](=O)[O-])c1
→ 102	93	-0.1	1	2	3	4	96	2
- Cc1ccccc1N(C(=O)c1snc(C(N)=O)c1N)C(C(=O)NCc1ccccc1)c1ccc(O)cc1 (centres undefined)
→ 93	97	-2.1	0	7	7	-7	100	-1
- CCO/N=C(/C)c1c(O)cc(-c2ccccc2)n(-c2ccccc2)c1=O
→ 91	94	0.0	0	6	7	6	95	3
- Cc1cc(/C=C2\SC(=S)N(C)C2=O)c(C)n1-c1ccc(O)cc1
→ 115	104	-6.5	5	-39	-18	-82	66	-70
- Clc1ccc(-c2n[nH]c3c2CCC3)cc1Cl
→ 97	x	1.0	0	0	1	-12	86	10
- CCN(CC(=O)Nc1ccccc1C(F)(F)F)C(=O)/C=C/c1ccc(Cl)c([N+](=O)[O-])c1
→ 111	89	-0.5	5	-16	-13	1	102	3
- O=C(c1cc(-c2ccccc2)nc2ccccc12)N1CCN(C2CCS(=O)(=O)C2)CC1 (centres undefined)
→ 82	90	x	2	13	5	6	97	4
- CC(C)CCSc1nnc(Cn2c(=O)sc3ccccc32)n1C
→ 94	105	0.3	0	2	0	-23	105	1
- O=C(CCC(=O)c1ccc(Oc2ccccc2)cc1)Nc1ccc(C(=O)O)cc1
→ 94	106	0.5	1	-2	-2	-2	100	-4
- CC(=O)Nc1sc(C)c(C)c1CN1CCN(Cc2ccccc2)CC1
→ 92	121	-2.8	0	9	5	-4	107	-1
- COc1ccc(OC)c(CNC(=O)C2CCC(=O)N(CCCN3CCCC3=O)C2)c1 (centres undefined)
→ 113	80	-2.4	4	x	x	6	91	x
- CCN1CCC(CNCc2cn(-c3ccc(OC)cc3)nc2-c2ccccc2Cl)C1 (centres undefined)
→ 99	102	-0.4	0	6	6	27	103	-2
- Cc1cc(C)c(C#N)c(SCc2ccc(C#N)cc2)n1
→ 153	88	0.4	2	-3	2	24	102	5
- CC1(C)Cc2c(C#N)c(NCCc3ccccc3)nc(-c3ccco3)c2CO1
→ 95	93	-2.8	2	7	5	-10	86	-4
- COC(=O)c1cc(C(=O)c2cc(Cl)ccc2O)coc1=N
→ 94	97	2.9	0	2	6	5	96	-2

Continued.
Sequence of screens – CR mimetic SO	CIT2-GFP yeast	MEX-5 binding	GRK2 inh	MCL1 BIM primary	BCLXL inh	VLA-4 inh	AGP1-GFP MLPCN	GLD-1 TGE inh
- CCOC(=O)O[C@]1(C(=O)COC(=O)CC)CC[C@H]2[C@@H]3CCC4=CC(=O)C=C[C@]4(C)[C@H]3[C@@H](O)C[C@@]21C
→ 110	84	x	0	3	-2	-18	88	-3
- O=c1cc(-c2ccncc2)oc2c1ccc1ccccc12
→ 104	97	0.7	0	4	6	2	77	8
- NCCCC[C@H]1NC(=O)[C@H](CCC(=O)O)NC(=O)c2cc([N+](=O)[O-])cc(I)c2OCC[C@@H](C(N)=O)NC1=O
→ 101	106	x	56*	35	20	-1	92	4
- COc1ccc(N2Nc3n[nH]c(N)c3N2)cc1
→ 97	94	-3.6	0	9	6	12	99	7
- CC(C)c1ccc(NC(=O)C(c2ccc3c(c2)OCO3)N2CCN(C(=O)c3ccco3)CC2)cc1 (centres undefined)
→ 104	97	-1.8	0	0	0	8	103	8
- COc1ccc(C(=O)N(C)C2CCCN(Cc3ccccc3F)C2)cc1OC (centres undefined)
→ 82	104	-2.3	12	6	2	-3	100	-3
- COc1ccc(Nc2ccc(C(=O)O)cc2[N+](=O)[O-])cc1
→ 112	99	-0.7	2	-1	3	-1	92	1
- O=C(CNC(=O)c1ccc(Cl)c([N+](=O)[O-])c1)OC1CCCCC1=O (centres undefined)
→ 92	98	-1.2	0	-8	-1	-8	100	9
- CC(NC(=O)C1CCN(S(=O)(=O)c2ccccc2)CC1)c1ccccc1 (centres undefined)
→ 88	106	-2.3	0	0	-4	6	102	5
- COc1ccc(CCN2C(=O)c3ccncc3C2=O)cc1OC
→ 165	98	0.1	0	-3	2	23	104	-3
- O=C(O)CS(=O)(=O)c1ccc(C(F)(F)F)cn1
→ 91	108	1.3	0	6	4	5	104	1

Sorted by molecular weight (smallest number first): ten of the compounds above
Sequence of screens – CR mimetic SO	CIT2-GFP yeast	MEX-5 binding	GRK2 inh	MCL1 BIM primary	BCLXL inh	VLA-4 inh	AGP1-GFP MLPCN	GLD-1 TGE inh
- N[C@@H](Cc1ccccc1)C(=O)N1CCOCC1
→ 95	96	-1.4	0	-3	-1	3	103	10
- CC(C)OC(=O)/C(C#N)=C/c1cn(C)c2ccccc12
→ 92	91	0.3	0	-4	1	1	96	3
- COC(=O)c1cc(C(=O)c2cc(Cl)ccc2O)coc1=N
→ 94	97	2.9	0	2	6	5	96	-2
- O=C(Nc1ccc2c(c1)OCO2)c1ccc(Cl)cc1Cl
→ 87	96	2.8	0	3	4	-15	97	3
- O=C(NCCc1nc2ccccc2[nH]1)c1ccc(Br)o1
→ 96	94	0.2	1	-4	1	-2	89	7
- Cc1cc(/C=C2\SC(=S)N(C)C2=O)c(C)n1-c1ccc(O)cc1
→ 115	104	-6.5	5	-39	-18	-82	66	-70
- CC(C)CCSc1nnc(Cn2c(=O)sc3ccccc32)n1C
→ 94	105	0.3	0	2	0	-23	105	1
- CCC(=O)N1CCc2cc(S(=O)(=O)NC(Cc3ccccc3)C(=O)O)ccc21 (centres undefined)
→ 90	104	-0.3	0	-6	6	-15	99	3
- Cc1ccccc1N(C(=O)c1snc(C(N)=O)c1N)C(C(=O)NCc1ccccc1)c1ccc(O)cc1 (centres undefined)
→ 93	97	-2.1	0	7	7	-7	100	-1
- COc1ccc(CNC(=O)C(c2ccco2)N(C(=O)c2snc(C(N)=O)c2N)c2ccccc2OC)cc1 (centres undefined)
→ 102	109	1.1	2	5	6	3	103	9

Source: PubChem

Rows are unselected; overall some 2.1% were active at least once.
